Bioassay records from PubChem.
PfHsp40 rescue = rescue of PfHsp40-mediated yeast toxicity | S. cerevisiae expressing PfHsp40, growth rescue, ATP luminescence | growth rescue, % at 12.5 µM | AID 504582 | hit rate 0.68% among 340,000; in the data active = growth rescue above about 28%, passing the limit was not always enough; inconclusive = no clear call, values can overlap the other calls;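 also: yeast W303a lacking pdr1 and pdr3 grown in galactose medium; growth measured after three days at 30 °C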
FadD28 binding = inhibitors of Mycobacterium tuberculosis FadD28 bisubstrate binding | FadD28 bisubstrate probe binding, fluorescence polarization | inhibition, % at 12.5 µM | hit rate 0.22% among 360,000 | AID 588549; in the data active = inhibition above about 8.5%, passing the limit was not always enough; inconclusive = no clear call, values can overlap the other calls
BoNT-A LC inh2 = BoNT A light chain protease inhibition. AID 588499. multiplex microsphere protease substrate cleavage, flow cytometry. hit rate 0.17% among 360,000. inhibition, % at 10 µM; also: plate controls were buffer without enzyme for full effect and enzyme alone for no effect
Anthrax LF prot = blocks Bacillus anthracis lethal factor protease; P15917; multiplex microsphere protease cleavage assay, LF; inhibition, % at 10 µM; hit rate 0.12% among 360,000; AID 588501; also: plate controls were buffer without enzyme for full effect and enzyme alone for no effect
Target sequence (P15917 whole entry, looked up): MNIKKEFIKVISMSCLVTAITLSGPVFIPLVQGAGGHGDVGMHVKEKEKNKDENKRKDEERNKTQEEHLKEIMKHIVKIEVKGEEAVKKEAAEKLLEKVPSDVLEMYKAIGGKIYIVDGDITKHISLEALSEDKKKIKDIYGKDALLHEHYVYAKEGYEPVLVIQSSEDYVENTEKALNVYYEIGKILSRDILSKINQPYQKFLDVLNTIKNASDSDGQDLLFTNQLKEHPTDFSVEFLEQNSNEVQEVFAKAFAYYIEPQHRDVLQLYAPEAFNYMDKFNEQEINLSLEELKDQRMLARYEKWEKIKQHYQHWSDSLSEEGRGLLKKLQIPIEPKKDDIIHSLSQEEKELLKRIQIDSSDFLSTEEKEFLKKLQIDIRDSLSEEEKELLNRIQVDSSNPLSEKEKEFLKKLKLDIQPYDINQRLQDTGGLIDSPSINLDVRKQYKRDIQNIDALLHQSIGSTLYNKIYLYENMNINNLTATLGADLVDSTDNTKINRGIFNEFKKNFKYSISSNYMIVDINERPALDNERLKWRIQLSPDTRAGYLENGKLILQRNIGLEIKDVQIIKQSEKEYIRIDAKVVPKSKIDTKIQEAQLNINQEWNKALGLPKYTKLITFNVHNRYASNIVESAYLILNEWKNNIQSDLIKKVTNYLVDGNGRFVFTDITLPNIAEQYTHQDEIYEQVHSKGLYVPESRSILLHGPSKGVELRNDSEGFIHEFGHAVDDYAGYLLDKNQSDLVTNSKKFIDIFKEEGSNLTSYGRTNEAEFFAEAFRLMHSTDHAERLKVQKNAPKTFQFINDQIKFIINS
FBA Mtb inh = Mtb fructose-bisphosphate aldolase inhibition | P9WQA3 | purified M. tuberculosis FBA, fluorescence read-out | inhibition, % at 1 µM | hit rate 2.3% among 360,000 | AID 588726; in the data active = inhibition above about 27%;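 also: 0% = vehicle and 100% = reference inhibitor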
Target sequence (P9WQA3 whole entry, looked up): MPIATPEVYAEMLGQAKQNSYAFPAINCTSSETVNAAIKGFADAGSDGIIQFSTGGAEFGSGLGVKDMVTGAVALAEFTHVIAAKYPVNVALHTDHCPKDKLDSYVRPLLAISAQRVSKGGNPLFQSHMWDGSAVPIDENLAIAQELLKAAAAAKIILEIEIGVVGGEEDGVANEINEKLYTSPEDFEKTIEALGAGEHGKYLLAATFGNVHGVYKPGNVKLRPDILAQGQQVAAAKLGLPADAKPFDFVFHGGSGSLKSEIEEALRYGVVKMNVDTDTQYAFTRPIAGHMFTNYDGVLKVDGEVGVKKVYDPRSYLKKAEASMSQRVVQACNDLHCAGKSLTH
BoNT-F LC inh = BoNT F light chain protease inhibition | Multiplex microsphere protease cleavage assay, flow cytometry | inhibition, % at 10 µM | hit rate 0.22% among 360,000; in the data active = inhibition above about 35%, passing the limit was not always enough; inconclusive = no clear call, values can overlap the other calls; also: plate controls were buffer without enzyme for full effect and enzyme alone for no effect
GDH-TPI inh = GDH-TPI coupled enzyme inhibition counter-screen | AID 588335 | inhibition, % at 4.8 µM | hit rate 1.2% among 360,000 | GDH-TPI coupled enzyme counterscreen, NADH absorbance; in the data active = inhibition above about 30%;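 also: 0% = DMSO wells and 100% = wells lacking the enzyme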
BioA inh = BioA (M. tuberculosis) enzyme inhibition. inhibition, % at 9.99 µM. AID 602481. purified M. tuberculosis BioA enzyme, plate reader. hit rate 0.096% among 360,000; in the data active = inhibition above about 40%; inconclusive = no clear call, values can overlap the other calls
UGM FP inh = Mtb UDP-galactopyranose mutase inhibition; P9WIQ1; purified UGM, fluorescence polarization probe displacement; inhibition, % at 10 µM; hit rate 0.06% among 320,000; AID 504406; in the data active = inhibition above about 10%, passing the limit was not always enough; inconclusive = no clear call, values can overlap the other calls
* = called active by the depositor; u = inconclusive; x = no result given. Rule as the data show it, unless noted: active = inhibition above about 30%; inconclusive = no clear call, values can overlap the other calls; inactive = below that.

SMILES	PfHsp40 rescue	FadD28 binding	BoNT-A LC inh2	Anthrax LF prot	FBA Mtb inh	BoNT-F LC inh	GDH-TPI inh	BioA inh	UGM FP inh
O=C(CSc1nnc(Cc2cccs2)n1-c1ccccc1)Nc1ccc2c(c1)OCCO2	0.6	-0.1	1.4	-4	2	2	-11	2.0	3.6
CCC1CN(C(=O)NCc2ccc(C)cc2)c2ccccc2O1 (configuration not stated)	2.3	-5.0	-0.9	14	1	6	5	-0.9	0.3
CC(C)Nc1nc(NNc2nc(Cl)nc(NC(C)(C)C)n2)nc(NC(C)C)n1	x	-3.6	-0.3	-4	1	2	7	-1.1	-1.6
O=S(=O)(c1c(F)cccc1F)N1CCN(Cc2c(O)ccc3ccccc23)CC1	2.1	0.8	x	x	5	x	4	-0.9	-0.2
N#Cc1ccc(/C=C/C(=O)c2ccco2)cc1	0.2	-0.4	0.4	0	-1	3	23	x	2.8
COc1ccc(C2c3ccc4ccccc4c3Oc3ncn(CCN4CCOCC4)c(=N)c32)cc1 (configuration not stated)	-0.9	-9.9	-2.0	-8	0	-15	-1	x	2.6
Clc1ccc(-c2cn(-c3ccccc3)c3[n+]2CCS3)cc1	0.0	-3.3	-0.9	-5	0	-1	7	x	-0.9
CC[N+](CC)(CC)CCCCCCCCCC[N+](CC)(CC)CC	17	0.5	1.1	0	-4	-3	-6	-2.0	0.4
COc1cc(CN2CCNC(=O)C2CC(=O)N(C)CCC2CCOCC2)cc(OC)c1 (configuration not stated)	0.0	-4.9	1.2	-2	2	5	4	-0.4	-1.0
COc1ccc(-c2nnc(NC(=O)Cc3ccccc3)o2)cc1	0.6	0.4	2.7	-2	0	-4	-3	-2.1	-0.3
COc1ccc(NC(C)=O)cc1NC(=O)CN1CCN(CC(=O)Nc2ccccc2Cl)CC1	0.2	-4.0	-0.1	-6	-1	2	4	0.6	-1.1
NC(=O)C1CCN(C(c2ccccc2F)c2nnnn2Cc2ccco2)CC1 (configuration not stated)	-1.6	-0.9	1.0	-5	3	-11	12	0.4	0.4
Cc1nn(-c2ccccc2)c(C)c1NC(=O)COC(=O)CCOc1ccccc1	0.0	-0.4	-0.7	4	0	1	8	-0.5	2.4
CCn1c(CN(C)c2ccccc2)nc2ccccc21	-0.7	-1.2	1.6	12	2	-24	6	1.3	-2.6
COc1ccc(C2CC(c3ccc(F)cc3)Nc3nc(N)nn32)cc1OC (configuration not stated)	-0.2	-3.5	0.0	2	-1	3	4	1.9	2.4
CN(C)S(=O)(=O)c1ccc(C(=O)Nc2ccccn2)cc1	-2.2	-3.9	0.7	-2	-2	2	7	1.5	-0.6
O=C(c1ccco1)c1cn(Cc2ccccc2Cl)c2ccccc12	0.9	-3.8	u	0	-3	-2	7	x	2.0
COc1ccccc1C(=O)O[C@H]1[C@H](Cc2ccccc2)NS(=O)(=O)[C@H]2C[C@@H]3C=C[C@]12O3	0.2	-0.7	-0.3	4	2	7	8	1.4	0.2
COc1ccc(NC2CCCN(C(=O)c3cccc(C(F)(F)F)c3)C2)cc1OC (configuration not stated)	0.0	-1.6	-4.6	3	-1	-4	-7	1.3	2.6
Cc1cc(C)c2c(NC(=O)C3CC3)nn(C)c2n1	1.3	-2.4	-0.4	-2	46*	0	-1	x	-0.1
COc1ccccc1NC(=O)CCc1c(C)nc2c(-c3ccc(F)cc3)c(C)nn2c1C	0.1	0.1	0.4	-2	3	-2	5	-3.2	2.6
Cc1ccccc1N(C(=O)c1snc(C(N)=O)c1N)C(C(=O)NCc1ccccc1)c1ccc(O)cc1 (configuration not stated)	0.5	-2.5	-5.6	-12	43*	-13	13	-1.1	0.9
COC(=O)c1cc(S(=O)(=O)NCC2CCN(CCc3cccs3)CC2)cn1C	0.8	-2.1	0.3	-3	1	1	3	-1.8	1.0
CCn1ncc(C2=NOC(C(=O)Nc3cc(OC)c(Cl)cc3OC)C2)c1C (configuration not stated)	0.9	-2.8	2.1	-1	2	1	-15	-0.8	0.6
O=C(O)c1ccc(-n2nc(C(F)(F)F)cc2-c2cccs2)cc1	1.1	1.0	0.0	-10	1	0	3	1.3	-2.8

Further entries:
SMILES	PfHsp40 rescue	FadD28 binding	BoNT-A LC inh2	Anthrax LF prot	FBA Mtb inh	BoNT-F LC inh	GDH-TPI inh	BioA inh	UGM FP inh
Cc1ccc(S(=O)(=O)Nc2ccc(O)c(Sc3ncn[nH]3)c2)cc1	0.3	-2.8	-0.2	2	2	-2	6	0.9	1.3
CN(/N=C/c1ccncc1)c1cnn(-c2ccc(F)c(Cl)c2)c(=O)c1Cl	-0.9	-3.7	-2.6	-2	0	-3	0	x	0.8
COC(CNC(=O)c1ccc2c(c1)nc(C)n2-c1cc(C)cc(C)c1)OC	0.6	-2.1	3.0	0	4	10	-2	1.8	-0.9
NC(=O)C1CCN(C(=O)CCc2nc3sc4c(c3c(=O)[nH]2)CCCC4)CC1	x	-0.3	-2.2	-3	22	4	-2	x	0.5
O=C(c1ccco1)N1CCN(C(=O)c2cc(-c3ccncc3)nc3ccc(Br)cc23)CC1	0.5	-4.4	1.5	-1	5	-8	3	0.0	1.6
COc1ccc(-c2cnc3c(NC=O)cc(-c4ccccc4OC)cn23)cc1OC	x	0.3	0.2	-1	-1	-7	5	-1.8	x
Cc1ccc2nc(SCC(=O)c3c(C)[nH]c4ccccc34)[nH]c2c1	4.0	0.6	-0.1	2	1	-3	3	x	1.6
CC(C)c1nnc(SCC(=O)Nc2ccc3c(c2)OCO3)n1C	-0.8	-1.8	0.7	-1	3	6	-5	0.3	0.4
CC(C)n1cnc2cc(NCc3ccccc3O)ccc21	0.0	-2.1	-0.6	4	12	7	4	x	2.5
Cc1cc(C=O)c(C)c2c1[nH]c1ccccc12	-0.7	-0.2	-0.6	-2	3	3	16	-3.2	x
Cc1ccc(S(=O)(=O)N2CCN(C(=O)CNC(=O)c3ccc(Cl)cc3)CC2)cc1	1.0	-0.7	-0.9	-2	2	-6	9	0.3	0.2
O=C(c1nc2ccccn2c1CNCCCn1ncc2ccccc21)N1CCCC1	-0.2	-1.0	-0.5	-8	-1	-2	8	4.5	-3.6
Cc1nn(-c2ccccc2)c(C)c1NC(=O)COC(=O)c1ccc(Cl)c(N)c1	11	-0.2	-0.7	1	4	1	5	-6.2	2.1
O=C(Nc1ncc(Cl)cc1Cl)c1c(F)cccc1Cl	0.0	-0.4	-0.4	-2	0	-2	1	x	1.7
CCC(C)NC(=O)COc1ccccc1[N+](=O)[O-] (configuration not stated)	-0.1	-1.8	0.4	-3	1	-2	-7	x	-2.7
CC12CC3CC(C)(C1)CC(C(=O)Nc1nn[nH]n1)(C3)C2	-1.8	-3.3	u	0	-1	2	-9	x	1.2
C=CCOc1cccc(CNc2ccc3[nH]c(=O)[nH]c3c2)c1	-0.3	2.3	-0.9	-4	8	0	-8	0.0	-2.9
N#Cc1cc2c([nH]c1=S)CCCCCC2	-1.4	-1.6	-0.1	-3	4	-2	15	-1.5	1.4
C[N+]1(CCNC(=O)/C=N/O)CCCCC1	0.2	1.4	0.7	3	5	22	2	0.4	2.8
CC(C)Cn1c2nc3ccccc3nc2c2c(=O)n(CCN3CCOCC3)cnc21	0.9	-5.3	0.7	-2	26	2	14	1.4	-0.2
Cc1ccc(-c2nnn(CC(=O)Nc3ccccc3N3CCOCC3)n2)cc1	0.0	-2.0	0.2	-2	1	4	4	-0.2	-1.6
O=C(CC1C(=O)NCCN1C(=O)Nc1ccccc1)Nc1cccc(Cl)c1 (configuration not stated)	-1.0	-1.0	0.1	4	2	-3	4	x	-0.4
C=CCC1(C#N)C(=S)NC2=C(C(=O)CC(C)(C)C2)C1c1ccc(Br)cc1 (configuration not stated)	-0.3	-8.0	0.5	2	-4	-3	-4	0.5	1.2
CCOC(=O)C1(Cc2ccc(Cl)cc2)CCN(C(C)Cc2ccc(O)c(OC)c2)CC1 (configuration not stated)	1.2	-1.7	-5.2	7	0	-6	2	-0.1	-3.3
Cc1ccc(C)c(NC(=O)CC2Oc3ccccc3NC2=O)c1 (configuration not stated)	-0.6	-0.4	0.3	-12	4	5	4	-7.4	-2.4

Record cards, from the list above. Order of values: PfHsp40 rescue | FadD28 binding | BoNT-A LC inh2 | Anthrax LF prot | FBA Mtb inh | BoNT-F LC inh | GDH-TPI inh | BioA inh | UGM FP inh
`COc1ccc(-c2cnc3c(NC=O)cc(-c4ccccc4OC)cn23)cc1OC` is listed as x | 0.3 | 0.2 | -1 | -1 | -7 | 5 | -1.8 | x
`Cc1ccc(C)c(NC(=O)CC2Oc3ccccc3NC2=O)c1` (configuration not stated) is listed as -0.6 | -0.4 | 0.3 | -12 | 4 | 5 | 4 | -7.4 | -2.4
`Cc1ccc2nc(SCC(=O)c3c(C)[nH]c4ccccc34)[nH]c2c1` is listed as 4.0 | 0.6 | -0.1 | 2 | 1 | -3 | 3 | x | 1.6
`Cc1ccc(-c2nnn(CC(=O)Nc3ccccc3N3CCOCC3)n2)cc1` is listed as 0.0 | -2.0 | 0.2 | -2 | 1 | 4 | 4 | -0.2 | -1.6

The listing continues.
SMILES	PfHsp40 rescue	FadD28 binding	BoNT-A LC inh2	Anthrax LF prot	FBA Mtb inh	BoNT-F LC inh	GDH-TPI inh	BioA inh	UGM FP inh
CCOC(=O)N1CCN(C(=O)c2ccc3oc(CCc4ccccc4)nc3c2)CC1	x	-0.2	0.5	4	-2	4	6	0.1	x
COC(=O)c1[nH]c2ccc(F)cc2c1NS(=O)(=O)c1ccc(OC)cc1	-0.1	-1.1	1.1	1	4	0	8	x	0.7
CCOC(=O)C(NC(=O)Nc1ccccc1)(OCC)C(F)(F)F (configuration not stated)	1.7	-4.8	-0.2	-2	5	-3	-11	-1.5	2.5
Cc1cc(C)cc(OCC(=O)N2Cc3ccccc3CC2C(=O)O)c1 (configuration not stated)	-0.7	-0.1	0.6	-6	0	-2	1	-3.6	1.9
CCOC(=O)C1(Cc2cccc(Cl)c2)CCCN(C(=O)CCNC(C)=O)C1 (configuration not stated)	-1.2	-0.8	-2.9	12	2	u	4	-1.9	-0.7
CCCNC(=O)COC(=O)c1[nH]c(C)c(C(=O)OCC)c1C	2.3	-0.6	-0.5	-8	3	-18	2	0.4	-0.5
CC(C)(C)c1ccc(OCCCCCCN2CCNCC2)cc1	-1.1	-1.2	-0.2	1	-1	-10	8	0.1	4.4
COc1ccccc1NC(=O)CSc1nnc(CC(=O)Nc2ccccc2F)n1C	-0.3	x	-0.6	2	1	-3	-3	-0.5	-0.4
CCc1cc2c(=O)nc3n(c2s1)Cc1ccccc1/C3=C(/O)c1ccccc1Cl	0.6	0.7	1.9	0	1	2	9	-2.4	-1.2
Cc1ccccc1S(=O)(=O)NC1=NCCCCC1	-0.7	-3.3	-0.5	0	0	1	-6	x	-0.3
CCOC(=O)c1ccc(N2C(=O)CC(N(C)Cc3ccccc3)C2=O)cc1 (configuration not stated)	1.7	-2.1	0.3	-4	-3	-1	6	0.5	-4.6
Cc1oc(=O)c(NC(=O)c2ccccc2)cc1C(=O)c1ccccc1	0.2	-1.7	0.1	-5	0	-6	2	x	-1.0
O=C(CNC(=O)c1cccs1)N/N=C/c1ccccc1[N+](=O)[O-]	0.8	-0.1	0.9	1	-3	1	20	x	5.6
COc1cc(CN2CCN(Cc3cn(C)c4ccccc34)CC2CCO)cc(OC)c1 (configuration not stated)	0.9	-1.8	-1.5	15	0	1	-1	-1.1	-0.5
COc1ccc(C(=O)C2CCCN(C(=O)c3cc(C4CC4)[nH]n3)C2)c(C)c1 (configuration not stated)	0.1	1.2	1.6	1	-1	-1	-1	1.1	-0.7
Cc1cc(NC(=O)CSc2nc(=O)n(CCCN(C)C)c3c2CCCC3)no1	0.9	-1.0	0.7	-7	0	-4	1	2.0	0.6
CCNc1nc(NCC)nc(OCC(=O)O)n1	-2.1	-0.2	-0.2	-3	-4	-2	3	x	0.7
Cc1oc2c(O)c(O)ccc2c(=O)c1-c1ccc(Cl)cc1	-0.3	2.6	1.4	17	-2	u	15	8.6	-1.2
Cc1[nH]c(=O)[nH]c(=O)c1S(=O)(=O)N1CCCCC1	1.3	-0.8	0.8	-11	0	2	-5	-0.1	-1.8
O=C1[C@H](Cc2ccccc2)NCC=CC[C@@H](c2ccc(Cl)cc2)N1Cc1ccccc1	0.1	-8.4	-0.4	-6	2	-12	9	0.7	x
O=C(NC1CCCC1)C(c1ccccc1F)N(C(=O)c1csnn1)C1CC1 (configuration not stated)	0.0	0.5	-3.8	2	4	-18	4	-2.1	-2.1
